# TLR4-MyD88 BLA: TLR4-MyD88 interaction inhibition in cells; 200,000 compounds, 0.18% hits; inhibition, % at 8.4 µM; AID 861; HeLa CL3-4 TLR4/MyD88 BLA complementation, FRET ratio; in the data active = inhibition above about 25%;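 note: 0% = vehicle and 100% = reference inhibitor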
# Target sequence (O00206 whole entry, looked up): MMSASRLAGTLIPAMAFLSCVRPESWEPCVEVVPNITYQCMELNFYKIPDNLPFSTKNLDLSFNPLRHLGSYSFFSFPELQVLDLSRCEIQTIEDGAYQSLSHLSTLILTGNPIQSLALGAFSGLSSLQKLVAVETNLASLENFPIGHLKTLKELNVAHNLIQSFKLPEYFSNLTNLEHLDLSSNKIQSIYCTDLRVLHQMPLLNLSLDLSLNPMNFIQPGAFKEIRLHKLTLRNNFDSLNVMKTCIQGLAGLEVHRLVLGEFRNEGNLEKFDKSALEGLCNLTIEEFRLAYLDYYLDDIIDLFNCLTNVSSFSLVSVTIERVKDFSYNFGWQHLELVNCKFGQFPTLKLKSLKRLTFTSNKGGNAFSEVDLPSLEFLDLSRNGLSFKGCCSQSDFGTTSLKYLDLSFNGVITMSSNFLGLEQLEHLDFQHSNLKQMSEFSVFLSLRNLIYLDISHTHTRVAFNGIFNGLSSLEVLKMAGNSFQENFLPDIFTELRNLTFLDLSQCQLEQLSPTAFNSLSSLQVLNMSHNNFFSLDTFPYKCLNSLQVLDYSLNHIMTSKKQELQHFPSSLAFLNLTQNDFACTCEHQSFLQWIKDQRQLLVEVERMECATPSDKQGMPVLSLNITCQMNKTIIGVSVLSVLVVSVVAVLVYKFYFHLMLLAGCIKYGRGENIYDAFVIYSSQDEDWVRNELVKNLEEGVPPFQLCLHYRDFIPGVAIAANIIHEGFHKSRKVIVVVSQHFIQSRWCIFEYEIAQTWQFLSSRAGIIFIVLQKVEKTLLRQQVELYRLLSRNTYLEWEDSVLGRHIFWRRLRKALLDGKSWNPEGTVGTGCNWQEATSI
# Target sequence (Q99836 whole entry, looked up): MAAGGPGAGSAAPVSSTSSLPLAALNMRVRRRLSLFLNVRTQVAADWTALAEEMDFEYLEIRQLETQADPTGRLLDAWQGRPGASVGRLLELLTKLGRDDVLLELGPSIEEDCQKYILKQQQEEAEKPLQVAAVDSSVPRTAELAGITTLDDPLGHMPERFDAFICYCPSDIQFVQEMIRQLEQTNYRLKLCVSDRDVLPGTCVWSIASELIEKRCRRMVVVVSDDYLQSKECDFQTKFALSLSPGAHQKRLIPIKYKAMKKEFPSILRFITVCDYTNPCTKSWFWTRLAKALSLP
# S1P3 antagonist: antagonists of human S1P3 receptor. CHO S1P3 NFAT-BLA reporter, FRET fluorescence, antagonist mode. inhibition, % at 4.98 µM. 170,000 compounds, 0.27% hits. AID 485;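 active = inhibition above the plate cutoff, the mean inhibition of test wells on that plate plus 3 SD, cut at about 28% in these data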;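 note: cells challenged with S1P at its EC80 of 0.8 µM; blue over green emission ratio from cleaved BLA substrate after 4 h stimulation; 0% = S1P-stimulated wells and 100% = unstimulated DMSO-only wells; some compounds past the cut are filed as inactive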
# Lmaj promast: reduces viability of Leishmania major promastigotes; AID 1063; resazurin fluorescence viability; inhibition, % at 10 µM; 200,000 compounds, 9% hits;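 note: promastigotes grown with compound for 44 hours at 28 °C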
# Diaphorase act: counter-screen for diaphorase-based assays: diaphorase activators and chemical reducers; 190,000 compounds, 0.005% hits; AID 1229; Diaphorase/resazurin coupled assay, resorufin fluorescence, 16 min; active compounds read high; 1 = vehicle wells, 0 = NADH-free wells; activation factor at 20 µM;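 active = diaphorase activity raised at least twofold by the compound at 20 µM; inactive = activation factor below 2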
#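 Material: Clostridium kluyveri diaphorase, purified enzyme; Quantity: enzyme 0.07 U/mL final; Medium: HEPES pH 7.4 buffer with MgCl2 and Tween 20; Dosing: single compound dose of 20 µM, 1% DMSO final; Schedule: 16 min reaction at room temperature; Measured by: red resorufin fluorescence at 544/590 nm excitation/emission.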
# Hsp70 act: transcriptional activators of Hsp70. 200,000 compounds, 0.04% hits. HeLa Hsp70 promoter luciferase reporter, luminescence; scaled: vehicle 0, proteasome-inhibitor control 100%. activation, % at 10 µM. AID 1203;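 active = activation above the mean across all tested compounds plus 3 SD, cutoff set per campaign, cut at about 5.5% in these data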;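 note: 100% = MG132 at 30 µM as the positive control and 0% = DMSO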
# G6PDH counter: inhibits Leuconostoc G6PDH, flagging false hits in G6PDH-based assays | Purified L. mesenteroides G6PDH, diaphorase/resazurin coupled fluorescence, 45 min | inhibition, % at 5 µM | 200,000 compounds, 0.12% hits
# RAM network inh: blocks the yeast RAM network; S. cerevisiae dse1pr::URA3 reporter, 5-FOA growth OD615, 2 d; analog-sensitive cbk1-as2 kinase mutant strain; inhibition, % at 50 µM; 190,000 compounds, 1.8% hits; AID 868;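 active = inhibition above a set limit, 3 SD over mean compound inhibition, cut at about 8.4% in these data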;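 note: 0% = DMSO-only wells with no growth and 100% = 10 µM 1-NA-PP1 full growth; inhibition rescues growth on 5-FOA so higher OD means more RAM inhibition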
# Redox H2O2 prof: compounds producing H2O2 with reducing agent – biochemical, NIH compound library profiling, artefact control for MLSCN library redox annotation, primary screen. DTT-dependent redox cycling H2O2, phenol red/HRP absorbance; 100% = 100 µM peroxide control, 0% = buffer. activation, % at 10 µM. AID 878. 200,000 compounds, 0.03% hits;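 active = activation of at least 50% relative to the plate's high and low controls in the primary single-dose screen; inactive = activation below 50%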;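 note: compound incubated with DTT at 0.8 mM final as the reducing agent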
# PMI activator: increases human mannose-6-phosphate isomerase activity; purified human PMI, coupled resazurin fluorescence, 20 min; active compounds read high; 1 = vehicle control, 0 substrate-free wells; activation factor at 20 µM; 190,000 compounds, 0.005% hits; AID 1214;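 active = activation factor of 2 or more at 20 µM, relative to plate controls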
# PMI act satM6P: increases human PMI activity with near-saturating mannose 6-phosphate. coupled PMI enzyme assay, resazurin fluorescence, 20 min; active compounds read high; 1 = untreated enzyme, 0 = substrate-free blank. activation factor at 20 µM. 190,000 compounds, 0.34% hits. AID 1216;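 active = activation factor of 2 or more at 20 µM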
#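 Technique: Diaphorase-driven resazurin-to-resorufin fluorescence, excitation 544, emission 590 nm | Assay system: Human PMI in coupled enzyme assay | Times: Enzyme reaction with compound 20 min at room temperature | Medium: HEPES-buffered pH 7.4 with magnesium and detergent | Reagent: Mannose-6-phosphate 1.0 mM (near-saturating) plus 0.22 mM NADP+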
# Diaph inh CS: inhibits diaphorase or chemically oxidizes, flagging diaphorase assay artifacts. 190,000 compounds, 0.69% hits. diaphorase resazurin-to-resorufin fluorescence, NADH, 16 min; bacterial (C. kluyveri) enzyme, not human. inhibition, % at 20 µM;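 active = primary screen inhibition at 20 µM above a set limit, cut at about 50% in these data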;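 note: plate controls were DMSO with full reaction for no effect and wells lacking NADH for full effect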
#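 Benchmarks: positive control wells lacking NADH, neutral wells with DMSO only. System: bacterial diaphorase enzyme (C. kluyveri). Input: 0.14 U/mL diaphorase, enzyme working solution. Detection: resorufin fluorescence, excitation 544 nm, emission 590 nm. Times: 16-min room-temperature incubation before reading.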
# Numbers without * were called inactive; x = no result given. Cut-off read from the data, not from the text of the source, unless noted: active = inhibition above about 50%; inactive = the rest.
SMILES,TLR4-MyD88 BLA,S1P3 antagonist,Lmaj promast,Diaphorase act,Hsp70 act,G6PDH counter,RAM network inh,Redox H2O2 prof,PMI activator,PMI act satM6P,Diaph inh CS
CC(NC(=O)c1ccc2c(c1)OCCO2)c1ccc(S(N)(=O)=O)cc1 (stereo unspecified),-2,-9,0,1,0.0,12,0.6,-0.8,1.1,1.1,0
Cc1cccc(Cc2cnc(NC(=O)c3ccc(C)o3)s2)c1,-4,x,-1,0.9,0.1,0,8.8*,-0.2,0.8,0.9,8
O=C(Nc1ccccc1C(F)(F)F)NC1CCCCCCC1,-6,x,13,1.1,-0.3,2,1.7,-0.5,1.1,1.1,-6
O=C(N/N=C/c1ccc(N2CCCC2)c([N+](=O)[O-])c1)c1cccnc1,-6,-8,8,1,0.2,-7,1.2,-0.6,1,1,5
CCN(CC)S(=O)(=O)c1ccc(C(=O)Nc2nnc(-c3ccco3)o2)cc1,12,-19,92*,0.9,0.2,8,6.9,0.0,1.3,1.2,6
O=C(Cn1nnc(-c2cccs2)n1)NCc1ccccc1,-10,2,-11,0.8,-0.1,11,2.5,-0.1,1,0.7,23
COc1ccc(O)c(C2NC(CC(C)C)(C(=O)O)C3C(=O)N(Cc4ccccc4)C(=O)C23)c1 (stereo unspecified),0,-48,-7,0.8,-0.3,2,1.2,-1.3,0.8,0.8,23
CCN(CC)C(=O)c1cc2sc3ccccc3c2s1,-10,27,0,0.8,0.4,4,0.5,0.1,0.9,0.9,16
O=C(Nc1cccc(C(F)(F)F)c1)c1cccnc1,2,-18,1,0.9,-0.1,-16,-0.5,-2.3,1,1,10
Cc1ccc(NC(=O)C2C3C=CC4(CN(Cc5cccnc5)C(=O)C24)O3)cc1F (stereo unspecified),-4,-7,-7,0.8,0.0,1,-0.9,-1.4,0.8,0.8,16
CCCc1cc2c(cc1NC(=O)c1ccccc1Cl)OCO2,5,x,11,0.9,-0.1,2,2.5,-4.1,0.9,0.8,13
CNc1nnc(CSc2nc3ccccc3s2)s1,-1,-4,5,1,0.7,2,-0.8,0.4,1.1,1.1,1
Cc1ccc(OCC(O)Cn2c(N)nc3c2c(=O)n(C)c(=O)n3C)cc1 (stereo unspecified),0,-11,-3,x,-0.2,10,0.4,-0.8,x,x,x
CC1CCc2c(sc3ncnc(N4CCOCC4)c23)C1 (stereo unspecified),-11,x,-1,0.9,-0.3,-11,-1.8,0.0,0.8,0.8,12
CCCNC(=O)CN(C1CCCCC1)S(C)(=O)=O,-16,15,-3,1,-0.1,-2,0.1,0.7,1,1,1
COC1(c2cc(-c3ccccc3)nc(N)n2)CCCCC1,2,13,13,0.9,0.6,-1,3.0,0.1,1,1,13
O=C(/C=C/c1c(F)cccc1Cl)Nc1ncccn1,0,4,-3,0.9,0.0,4,-0.3,-0.5,1.1,1,14
COC(=O)C1=NN(C(C)(C)CC(C)=O)C2C(=O)N(C3CCCCC3)C(=O)C12 (stereo unspecified),0,-6,-7,1,-0.4,0,0.5,-0.8,1,1.1,5
CCCCC(CC)C(=O)Nc1ccccc1C(=O)NC(C)C (stereo unspecified),8,2,1,0.9,-0.4,0,2.8,2.8,0.9,1,10
C/C(=N\NC(=O)c1ccc(F)cc1)c1ccc(N2CCOCC2)cc1,-1,-4,-5,0.9,0.2,-2,1.1,-1.2,1,1,8
O=C(NC1CC1)C1=COCCO1,2,x,-1,0.9,-0.1,-1,-0.1,0.5,1,1,9
NNC(=O)c1ccccc1-n1cccc1,5,-16,-1,0.8,-0.5,4,1.5,-2.0,1,1,15
Cc1cc(C)nc(-n2ncc(C#N)c2N)n1,-18,-8,1,0.8,-0.4,11,1.4,0.5,1,0.9,19
C=CCc1cccc2cc(C(=O)N3CCN(C(=O)OCC)CC3)c(=O)oc12,-3,4,-6,1,-0.5,-5,1.6,-3.3,1,1.1,5
c1ccc(CNC2=NCCCC2)cc1,2,-6,-2,0.9,-0.5,2,1.5,-1.8,0.9,0.9,13

# Part of the list above in order of molar mass, ascending:
SMILES,TLR4-MyD88 BLA,S1P3 antagonist,Lmaj promast,Diaphorase act,Hsp70 act,G6PDH counter,RAM network inh,Redox H2O2 prof,PMI activator,PMI act satM6P,Diaph inh CS
Cc1cc(C)nc(-n2ncc(C#N)c2N)n1,-18,-8,1,0.8,-0.4,11,1.4,0.5,1,0.9,19
O=C(Nc1cccc(C(F)(F)F)c1)c1cccnc1,2,-18,1,0.9,-0.1,-16,-0.5,-2.3,1,1,10
Cc1ccc(NC(=O)C2C3C=CC4(CN(Cc5cccnc5)C(=O)C24)O3)cc1F (stereo unspecified),-4,-7,-7,0.8,0.0,1,-0.9,-1.4,0.8,0.8,16

# The main list resumes, starting 4 compounds before the break.
SMILES,TLR4-MyD88 BLA,S1P3 antagonist,Lmaj promast,Diaphorase act,Hsp70 act,G6PDH counter,RAM network inh,Redox H2O2 prof,PMI activator,PMI act satM6P,Diaph inh CS
NNC(=O)c1ccccc1-n1cccc1,5,-16,-1,0.8,-0.5,4,1.5,-2.0,1,1,15
Cc1cc(C)nc(-n2ncc(C#N)c2N)n1,-18,-8,1,0.8,-0.4,11,1.4,0.5,1,0.9,19
C=CCc1cccc2cc(C(=O)N3CCN(C(=O)OCC)CC3)c(=O)oc12,-3,4,-6,1,-0.5,-5,1.6,-3.3,1,1.1,5
c1ccc(CNC2=NCCCC2)cc1,2,-6,-2,0.9,-0.5,2,1.5,-1.8,0.9,0.9,13
Cn1ccnc1Sc1cc(Cl)ccc1[N+](=O)[O-],-5,0,-1,0.9,-0.1,4,0.1,-0.1,0.9,0.8,14
Cc1nn(C)c(C)c1C1C(C#N)=C(N)OC2=C1C(=O)CC(C)(C)C2 (stereo unspecified),-7,-26,-3,0.9,0.1,12,-0.9,-0.4,1,1,7
Cc1nc(SCC(=O)c2ccc(F)cc2)c([N+](=O)[O-])[nH]1,5,x,1,1,-0.3,3,1.6,0.9,1,1.1,4
O=c1ccc2c(o1)/C(=C/C=C(Cl)Cl)CCC2,-5,-22,-6,1,-0.2,19,4.1,0.0,1.3,1.6,-1
COc1cc(/C=C/C(=O)c2ccccc2O)cc(OC)c1OC,-6,-3,13,1,0.1,8,6.3,-0.1,1,1.1,1
CCCCC1CC(C)(C(=O)CSc2nc3ccccc3s2)OC1=O (stereo unspecified),-6,x,-10,0.9,0.2,9,4.2,0.1,0.8,0.9,13
CC1=C(C(=O)NCc2ccc3c(c2)OCO3)C2(CCC(C)CC2)OC1=O (stereo unspecified),-7,-25,-5,0.7,-0.4,-14,1.0,0.0,0.8,0.8,30
O=C(O)CC1=C(O)C(=O)N(c2ccccc2)C1c1ccc(Br)cc1 (stereo unspecified),-3,x,-6,0.9,-0.4,6,2.1,0.5,0.9,0.9,9
Cc1cc2nc(NC3=NCN(Cc4ccc5c(c4)OCO5)CN3)nc(C)c2cc1C,x,2,x,0.9,x,7,x,x,0.9,0.9,7
O=C(NCC1CCCO1)c1sc(=S)n2c1[nH]c(=O)c1ccc(C(=O)N3CCCCC3)cc12 (stereo unspecified),-2,22,5,0.6,-0.2,8,3.3,-0.4,1.1,1.1,40
Cc1cc(=O)oc2cc(OCc3nnc(-c4ccccc4Br)o3)ccc12,0,-10,2,0.8,0.4,-5,1.9,2.3,0.9,0.9,19
O=C(NC(=S)Nc1cccc(Cl)c1N1CCOCC1)c1cccs1,1,6,0,0.8,0.5,-4,3.2,-0.3,0.9,0.9,16
COc1ccccc1Nc1nc2nonc2nc1N1CCCCC1C (stereo unspecified),-14,-6,91*,0.9,-0.1,-21,4.8,0.3,0.9,1,10
O=C(CSc1n[nH]c(-c2ccccc2)n1)Nc1ncc(Br)cc1Br,0,x,22,0.4,-0.3,1,0.2,-3.8,0.9,0.9,59*
O=C(NC1=NCCS1)[C@H](Cc1ccccc1)N1C(=O)c2ccccc2C1=O,0,x,-3,0.9,-0.1,0,1.2,-0.2,0.9,1,7
CCc1ccc(OCC(=O)NN2Cc3ccccc3C2=N)cc1,-11,1,-2,1,0.2,2,0.9,-2.6,1.7,1.8,4
O=C1CN(C(=O)COC(=O)/C=C/c2ccc(S(=O)(=O)N3CCOCC3)cc2)c2ccccc2N1,9,8,0,0.8,-0.3,2,0.3,-0.6,0.9,0.8,23
COc1cc(OC)c(C2C(C#N)=C(N)Oc3cc(C)n(CCCN4CCOCC4)c(=O)c32)cc1OC (stereo unspecified),-7,-18,-4,0.8,-0.1,9,1.1,-0.1,0.8,0.4,20
O=C(CN1C(=O)CSC1=O)Nc1ccccc1N1CCOCC1,9,10,-2,0.8,0.5,1,-0.1,-0.2,0.9,1,16
Clc1ccc(COc2ccccc2-c2ccnc3ncnn23)cc1,10,-18,35,0.9,-0.2,3,5.1,-0.1,0.9,0.9,6
O=C(c1cccs1)N1N=C(c2ccccc2)CC1c1ccc(O)cc1 (stereo unspecified),0,2,-3,0.9,-0.3,-3,4.8,-0.3,1.2,1.2,15
CCC(=O)c1ccc2ncccc2c1,-2,-4,45,0.9,-0.5,8,1.5,0.1,1.1,1.1,6
O=C(O)c1ccccc1S(=O)CCO (stereo unspecified),4,x,-7,1,-0.3,7,2.1,0.1,1,1.1,4
Cc1cc(SCC(=O)N(C)c2c(N)n(Cc3ccccc3)c(=O)[nH]c2=O)nc2ccccc12,-4,5,-3,0.7,0.3,7,2.5,-0.9,1.5,1.4,26
O=C(Nc1ccc(Cl)cc1)Nc1ccc2c(c1)N1CCN=C1S2,3,-21,100*,1.2,0.1,2,0.7,2.1,0.8,0.9,-21
COc1cccc(-n2c(CNc3ccc(F)cc3)nnc2SCC(N)=O)c1,0,22,0,0.9,-0.2,-19,-0.4,2.5,1,1,14
CCc1ccc2nc(SCC(=O)N(CC)CC)c(C#N)cc2c1,-2,27,6,0.8,0.1,4,1.1,2.4,1,1,23

# Quoted at random: 2 compounds from above.
SMILES,TLR4-MyD88 BLA,S1P3 antagonist,Lmaj promast,Diaphorase act,Hsp70 act,G6PDH counter,RAM network inh,Redox H2O2 prof,PMI activator,PMI act satM6P,Diaph inh CS
CCCCC1CC(C)(C(=O)CSc2nc3ccccc3s2)OC1=O (stereo unspecified),-6,x,-10,0.9,0.2,9,4.2,0.1,0.8,0.9,13
COc1cccc(-n2c(CNc3ccc(F)cc3)nnc2SCC(N)=O)c1,0,22,0,0.9,-0.2,-19,-0.4,2.5,1,1,14
